CHRM5 agonist – human M5 muscarinic receptor agonists, primary screen, CHO-K1 cells, Fluo-8 calcium fluorescence | hit rate 0.19% among 360,000 | activation, % at 3 µM | AID 624037, 2012 | CHO-K1 hM5 cells; 0% DMSO wells, 100% maximal acetylcholine response | Muscarinic acetylcholine receptor M5 (Homo sapiens), P08912;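 active = activation above the run's mean over test compounds plus 3 SD, cut at about 23% in these data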;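 note: signal is peak over basal fluorescence ratio across the kinetic read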
CHRM4 agonist – human M4 muscarinic receptor agonists, primary screen, CHO-K1 cells, Fluo-8 calcium fluorescence; CHO-K1 hM4/Gqi5; vehicle 0%, full acetylcholine response 100%; hit rate 0.14% among 360,000; activation, % at 3 µM;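 active = activation above the run mean over all test wells plus 3 SD, cut at about 32% in these data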;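 note: peak over basal fluorescence ratio per well then scaled between controls; 0% = DMSO wells and 100% = acetylcholine at EC100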
Target sequence (P08173 whole entry, looked up): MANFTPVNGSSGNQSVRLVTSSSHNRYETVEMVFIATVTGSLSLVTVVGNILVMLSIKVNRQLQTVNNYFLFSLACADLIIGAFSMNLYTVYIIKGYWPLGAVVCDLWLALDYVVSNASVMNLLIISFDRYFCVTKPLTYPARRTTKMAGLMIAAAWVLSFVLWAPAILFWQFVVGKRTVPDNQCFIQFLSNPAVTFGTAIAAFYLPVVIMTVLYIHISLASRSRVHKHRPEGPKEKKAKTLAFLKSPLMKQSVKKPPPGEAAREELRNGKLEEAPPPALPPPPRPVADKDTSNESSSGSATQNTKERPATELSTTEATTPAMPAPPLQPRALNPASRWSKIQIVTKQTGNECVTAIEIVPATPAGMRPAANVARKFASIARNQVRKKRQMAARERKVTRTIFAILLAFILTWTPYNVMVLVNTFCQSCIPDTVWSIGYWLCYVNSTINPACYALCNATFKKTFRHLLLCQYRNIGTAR
CRFR2-BP ag – agonists of CRF-BP/CRF-R2 complex, primary screen, cell-based, HEK293, calcium dye fluorescence, uHTS. calcium dye fluorescence (FLIPR); percent of saturating CRF peptide response. CRF-binding protein / CRF receptor 2 complex (human). activation, % at 13.2 µM. hit rate 0.46% among 350,000. AID 588473, 2011;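 active = activation of at least 50%, plus an integration ratio under a set limit after plate pattern correction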;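 note: plate controls were neutral control wells without compound for no effect and CRF at EC100 for full effect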
CHRM5 antagonist – human M5 muscarinic receptor antagonists, primary screen, CHO cells, Fluo-8 calcium fluorescence. CHO-hM5 cells, ACh EC80. inhibition, % at 3 µM. hit rate 0.59% among 360,000. AID 624040, 2012;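 active = inhibition above a per-plate cutoff, the mean of that plate's test compounds plus 3 SD, cut at about 27% in these data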;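 note: 0% = acetylcholine EC80 with DMSO and 100% = DMSO without agonist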
M4 PAM – human M4 muscarinic receptor positive allosteric modulators, primary screen, CHO-K1 cells, Fluo-8 calcium fluorescence. Muscarinic acetylcholine receptor M4 (Homo sapiens), P08173. CHO-K1 hM4/Gqi5, ACh EC20; 0% = ACh EC20, 100% = maximal ACh. activation, % at 3 µM. hit rate 0.4% among 360,000. AID 624126, 2012;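 active = activation above its plate's cutoff, the mean activation of sample wells plus 3 SD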; note: some results filed as inactive read as strong as hits
CHRM1 antagonist – human M1 muscarinic receptor antagonists, primary screen, CHO-K1 cells, Fluo-8 calcium fluorescence, 1536-well; inhibition, % at 3 µM; CHO-K1 hM1, ACh EC80 antagonist; Muscarinic acetylcholine receptor M1 (Homo sapiens), P11229; hit rate 1.3% among 360,000;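 active = percent inhibition above its own plate's cutoff, namely the mean of that plate's compound wells plus 3 SD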;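 note: peak over basal fluorescence ratio during 140 s after agonist addition; 0% = ACh EC80 plus DMSO and 100% = DMSO alone without agonist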
Target sequence (P11229 whole entry, looked up): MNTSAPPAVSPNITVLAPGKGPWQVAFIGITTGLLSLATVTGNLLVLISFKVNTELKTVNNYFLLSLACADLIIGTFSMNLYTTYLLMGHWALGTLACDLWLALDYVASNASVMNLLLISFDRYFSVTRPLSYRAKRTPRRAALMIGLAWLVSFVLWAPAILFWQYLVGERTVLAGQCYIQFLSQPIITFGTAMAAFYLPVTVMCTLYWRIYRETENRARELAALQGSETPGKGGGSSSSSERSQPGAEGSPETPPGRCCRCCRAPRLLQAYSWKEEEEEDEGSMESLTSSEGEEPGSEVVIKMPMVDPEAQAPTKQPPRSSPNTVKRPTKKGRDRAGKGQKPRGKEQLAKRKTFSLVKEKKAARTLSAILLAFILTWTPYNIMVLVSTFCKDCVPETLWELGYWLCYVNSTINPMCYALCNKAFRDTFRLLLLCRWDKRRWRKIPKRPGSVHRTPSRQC
M4 antag – human M4 muscarinic receptor antagonists, primary screen, CHO cells, Fluo-8 calcium fluorescence; AID 624125, 2012; hit rate 0.73% among 360,000; inhibition, % at 3 µM; CHO-hM4 cells, ACh EC80; Muscarinic acetylcholine receptor M4 (Homo sapiens), P08173;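 active = inhibition above its plate's cutoff, the mean inhibition of sample wells plus 3 SD, cut at about 27% in these data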;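 note: 0% = acetylcholine EC80 with DMSO and 100% = DMSO without agonist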
CHRM1 PAM – human M1 muscarinic receptor positive allosteric modulators, primary screen, CHO-K1 cells, Fluo-8 calcium fluorescence, 1536-well; Muscarinic acetylcholine receptor M1 (Homo sapiens), P11229; CHO-K1 hM1, ACh EC20; 0% = ACh EC20, 100% = maximal ACh; activation, % at 3 µM; hit rate 0.088% among 360,000; in the data active = activation above about 19%, passing the limit was not always enough
CHRM5 PAM – human M5 muscarinic receptor positive allosteric modulators, primary screen, CHO-K1 cells, Fluo-8 calcium fluorescence. Muscarinic acetylcholine receptor M5 (Homo sapiens), P08912. CHO-K1 hM5, ACh EC20 PAM; 0% = ACh EC20, 100% = ACh EC100. activation, % at 3 µM. hit rate 0.3% among 360,000. AID 624038, 2012;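 active = activation above the run cutoff, the mean activation of all test compounds plus 3 SD, cut at about 18% in these data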
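System: CHO-K1 cell line with stable human muscarinic M5 receptor expression | Also added: EC20 acetylcholine as agonist stimulus | Compound: One concentration, 3 µM final (nominal) | Timing: Fluo-8 loading 80 min at 37 °C plus 30 min room temperature | Measured by: Fluo-8 calcium dye fluorescence, kinetic read | Read-out basis: % activation, ACh-normalized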
Starred values were filed as active, the others as inactive.

molecule	CHRM5 agonist	CHRM4 agonist	CRFR2-BP ag	CHRM5 antagonist	M4 PAM	CHRM1 antagonist	M4 antag	CHRM1 PAM	CHRM5 PAM
O=C(Cn1ncc(Cl)c(Cl)c1=O)N1CCOCC1	0	1	-2.1	-10	1	4	2	3	5
COC(=O)CCC(=O)Nc1ccc(NC(C)=O)cc1	-1	0	-2.2	-4	-5	4	-3	-1	-4
COC(=O)c1cc2nc(-c3ccccc3)cc(C)n2n1	-2	0	-1.1	-7	11	-20	-4	6	4
N/C(Cc1ccc(Cl)cc1Cl)=N\OC(=O)c1ccccc1F	-2	-2	-0.9	-4	5	-3	-20	-5	-1
CSCc1cccc(C(=O)OC(C)C(=O)Nc2c(C)n(C)n(-c3ccccc3)c2=O)c1 (centres undefined)	1	2	-0.1	7	-1	0	-3	5	9
CCCCOC(=O)c1ccc(N=Nc2c(C)c(C#N)c(O)[nH]c2=O)cc1	3	0	0.3	0	-16	-6	6	4	1
NC(=O)c1nsc(C(=O)N(c2cccc(F)c2)C(C(=O)NCc2ccccc2)c2ccc(O)cc2)c1N (centres undefined)	0	16	3.2	21	-16	16	10	-5	-9
Cc1cc([N+](=O)[O-])nn1CC(=O)NCc1cccs1	-2	0	-0.6	-4	4	-10	-6	7	0
Nc1ncnc2c1ncn2[C@@H]1O[C@H](CNS(=O)(=O)c2cc(S(=O)(=O)c3ccccc3)cs2)[C@@H](O)[C@H]1O	1	1	1.5	-3	-4	-19	-1	9	1
O=C(O)CC1(CC(=O)O)Nc2ccccc2SC1=O	4	1	3.9	-8	1	-7	-10	2	7
COc1ccc(OC)c(C2/C(=C(/O)c3ccc(C)cc3)C(=O)C(=O)N2Cc2ccco2)c1 (centres undefined)	-2	0	2.5	0	8	-1	-4	6	-1
N/C(=N\OC(=O)c1ccccc1)c1cccnc1	-2	1	-2.0	6	0	3	-4	15	-2
CN1CCN(c2ccc(NC(=O)c3ccc4c(c3)OCO4)cc2)CC1	-3	1	0.3	1	1	-3	2	8	-1
CC(=O)N=c1sccn1CC(=O)c1ccc([N+](=O)[O-])cc1	2	1	-0.7	3	2	-18	-2	11	0
COc1ccc(/C(C)=N\NC(=O)CSc2nnc(C)s2)cc1	1	1	0.1	-2	3	-8	-5	12	0
COc1ccc(N2CCN(C(=O)CN3C(=O)NC4(CCCCC4C)C3=O)CC2)cc1 (centres undefined)	4	1	8.1	2	2	-6	-5	10	6
O=C(OCCCN=C1NS(=O)(=O)c2ccccc21)C1CC(=O)N(c2ccc(Cl)cc2)C1 (centres undefined)	-2	0	-1.0	5	2	-21	2	8	-7
C[C@H]1CN([C@@H](C)CO)C(=O)CCCn2nncc2CO[C@@H]1CN(C)Cc1ccc(-c2ccccc2)cc1	2	20	0.0	-3	-14	37*	12	-26	-5
CCOC(=O)c1ccc(N2CCN(c3cc(C)ccc3C)CC2)c(N)c1	-4	-1	0.8	0	-1	-4	-19	0	3
Cc1cc(C)n2nc(C(=O)N(C)C(c3ccccc3)c3ccccc3)nc2n1	-3	2	-1.0	-8	1	-14	-3	15	-3
O=C(NCC1CCCO1)c1ccc(NC(=O)c2cccc(Cl)c2)cc1 (centres undefined)	4	1	-2.6	8	-10	-17	1	7	0
Cc1ccc(NS(=O)(=O)c2c(C)[nH]c(=O)[nH]c2=O)cc1F	-3	0	-1.0	-1	-3	5	8	-4	-1
COc1ccc(NC(=O)COc2ccc(C(=O)c3ccc(F)cc3)cc2)cc1S(N)(=O)=O	-4	3	0.3	19	-13	10	-1	-3	-6
COc1cc2c3c(cccc3c1)C(=O)N(CCN1CCCC1)C2=O	-2	1	-3.0	2	-2	-1	-15	-2	-2
CC(=O)Nc1cc2c(cc1[N+](=O)[O-])-c1ccccc1C2=NO	3	1	1.4	-3	9	-13	-11	13	-3
O=C(Cc1ccccc1)Nc1ccc(NC(=O)c2cccnc2)cc1	-2	2	-0.6	11	2	0	-1	7	-3
CCCCOCCCNC(=O)COc1ccccc1	-1	1	-0.8	1	1	-22	6	2	-9
N#Cc1c(NC(=O)CSc2nc(N)cc(=O)[nH]2)sc2c1CCCC2	5	1	-1.3	17	2	-1	2	9	-4
N#CCCN(Cc1cccnc1)S(=O)(=O)c1ccc(S(=O)(=O)NC2CCCCC2)cc1	2	2	-0.8	5	3	-4	-4	0	0
Cc1nonc1NC(=O)CSc1cn[nH]n1	-1	1	-0.1	4	0	-6	3	8	10

Some of these compounds in order of their number in CHRM1 PAM, lowest first.
| structure | CHRM1 PAM |
| --- | --- |
| C[C@H]1CN([C@@H](C)CO)C(=O)CCCn2nncc2CO[C@@H]1CN(C)Cc1ccc(-c2ccccc2)cc1 | -26 |
| COc1ccc(NC(=O)COc2ccc(C(=O)c3ccc(F)cc3)cc2)cc1S(N)(=O)=O | -3 |
| COc1cc2c3c(cccc3c1)C(=O)N(CCN1CCCC1)C2=O | -2 |
| CCOC(=O)c1ccc(N2CCN(c3cc(C)ccc3C)CC2)c(N)c1 | 0 |
| Cc1nonc1NC(=O)CSc1cn[nH]n1 | 8 |
| N#Cc1c(NC(=O)CSc2nc(N)cc(=O)[nH]2)sc2c1CCCC2 | 9 |
| COc1ccc(N2CCN(C(=O)CN3C(=O)NC4(CCCCC4C)C3=O)CC2)cc1 (centres undefined) | 10 |

Remaining list, next part
molecule	CHRM5 agonist	CHRM4 agonist	CRFR2-BP ag	CHRM5 antagonist	M4 PAM	CHRM1 antagonist	M4 antag	CHRM1 PAM	CHRM5 PAM
Cc1nonc1NC(=O)OCCN1CCOC1=O	-1	0	-0.7	8	3	13	-1	-4	-2
COc1ccc(NC2CCCN(C(=O)c3ccc4[nH]c(C)c(C)c4c3)C2)cc1 (centres undefined)	-1	3	0.3	1	-2	4	-1	2	-3
CCOc1ccccc1CN1CCNC(=O)C1CC(=O)N(C)Cc1nonc1C (centres undefined)	-1	1	-2.5	-2	0	-6	4	7	2
Cc1ccccc1C(=O)N1CCN(c2ccc(NC(=O)c3cccs3)cc2)CC1	0	5	-2.3	7	2	-10	0	1	2
O=C1CCCc2c1cc(-c1ccccc1)n2-c1ccccc1	-7	-2	-1.2	-4	-1	1	-9	1	2
COC(=O)C(C)Sc1nnc(-c2ccncc2)o1 (centres undefined)	-4	1	0.8	-1	12	-1	-10	-4	0
O=C(O)CC1=C(O)C(=O)N(c2ccccc2)C1c1ccc(Cl)cc1 (centres undefined)	0	1	0.1	1	10	-5	5	5	0
O=C(Nc1ccc(Cl)cc1C(=O)O)c1ccc2c(c1)C(=O)N(Cc1ccco1)C2=O	3	0	-1.4	-8	2	-10	6	13	2
Cc1cc(=O)oc2cc(OCC(=O)c3ccc4c(c3)NC(=O)CO4)ccc12	0	1	-4.5	6	2	-2	8	2	-2
Cc1nc(-c2ccc(NC(=O)c3ccccc3C)cc2)cs1	1	11	-0.3	-9	-1	0	-19	4	0
C/C(CC(=O)Nc1ccc2c(c1)OCCO2)=N\NC(=O)Cc1ccc(Cl)cc1	-4	0	-0.6	4	-4	-5	-7	-1	-2
CCCc1nc(S(=O)(=O)Cc2ccc(Cl)cc2Cl)n[nH]1	1	0	-1.3	-1	-6	-3	10	1	4
Cn1cc(Br)c(C(=O)N2CCc3ccccc32)n1	-3	0	0.7	-2	6	-10	-6	11	4
COc1ccc(/C=C2\SC(=O)N(CCNC(=O)Cn3cnnn3)C2=O)cc1	1	2	-3.2	1	-8	2	8	2	1
Cc1nc2cc(NC(=O)NCc3ccc4c(c3)OCO4)ccc2o1	-1	1	0.5	1	7	-11	3	11	-1

Single records, as listed above:
CCOc1ccccc1CN1CCNC(=O)C1CC(=O)N(C)Cc1nonc1C (centres undefined) across the screens: CHRM5 agonist = -1; CHRM4 agonist = 1; CRFR2-BP ag = -2.5; CHRM5 antagonist = -2; M4 PAM = 0; CHRM1 antagonist = -6; M4 antag = 4; CHRM1 PAM = 7; CHRM5 PAM = 2
O=C1CCCc2c1cc(-c1ccccc1)n2-c1ccccc1 across the screens: CHRM5 agonist = -7; CHRM4 agonist = -2; CRFR2-BP ag = -1.2; CHRM5 antagonist = -4; M4 PAM = -1; CHRM1 antagonist = 1; M4 antag = -9; CHRM1 PAM = 1; CHRM5 PAM = 2

Additional structures.
molecule	CHRM5 agonist	CHRM4 agonist	CRFR2-BP ag	CHRM5 antagonist	M4 PAM	CHRM1 antagonist	M4 antag	CHRM1 PAM	CHRM5 PAM
Nc1cc(C(=O)N2CCN(c3cccc(Cl)c3)CC2)ccc1N1CC2CC(C1)c1cccc(=O)n1C2 (centres undefined)	-1	5	3.5	-7	-6	-8	-11	1	-2
CN(CCc1ccccn1)C(=O)CCC1CCCN(C(=O)CCOc2ccccc2)C1 (centres undefined)	-2	2	0.8	8	8	-8	-4	2	-6
O=C(c1ccco1)N1C(=O)c2cccc3cccc1c23	-4	0	0.5	-9	-1	-9	1	4	-2
O=C(Nc1ccc(Cl)c(S(=O)(=O)N2CCCCC2)c1)c1ccco1	-2	4	1.7	17	0	-8	8	8	1
